High-throughput results (PubChem)
KCNK9 block – human KCNK9 channel inhibition | B-score at 10 µM | 310,000 tested, 1.2% active | HEK293 KCNK9, FluxOR thallium flux fluorescence; hits give low values | AID 488922;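 active = ratio B-score over 3 SD below the library mean, with starting fluorescence within 5 SD of its mean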;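 note: negative B-score means less thallium flux so channel inhibition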
Target sequence (Q9NPC2 whole entry, looked up): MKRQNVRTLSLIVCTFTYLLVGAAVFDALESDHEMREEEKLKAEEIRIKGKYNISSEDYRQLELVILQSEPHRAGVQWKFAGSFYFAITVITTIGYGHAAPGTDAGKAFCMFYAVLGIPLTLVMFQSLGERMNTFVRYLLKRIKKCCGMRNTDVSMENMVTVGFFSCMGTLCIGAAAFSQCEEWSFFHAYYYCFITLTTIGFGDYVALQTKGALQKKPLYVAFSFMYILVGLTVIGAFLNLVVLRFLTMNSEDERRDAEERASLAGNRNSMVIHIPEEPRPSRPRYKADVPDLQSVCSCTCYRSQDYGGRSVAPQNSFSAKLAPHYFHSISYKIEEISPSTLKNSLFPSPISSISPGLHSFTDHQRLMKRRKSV
KCNQ1 pot – potentiators or activators of human KCNQ1 potassium channel | 310,000 tested, 0.35% active | CHO-K1 KCNQ1, thallium flux FluxOR fluorescence; hits give high values | AID 2648 | B-score at 10 µM;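 active = fluorescence ratio B-score, a plate-corrected score, at least three library SD, with initial intensity B-score within 5 SD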
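Doses: Single concentration per compound, DMSO matched to controls | Test system: KCNQ1-transfected CHO-K1 cells | Timing: 90 min dye loading and 20 min compound exposure, both at room temperature | Measured by: Kinetic FluxOR thallium fluorescence, 10-s 1-Hz baseline, 110-s post-stimulus read | Medium: Assay buffer with matched DMSO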
TMEM16A inh – mouse TMEM16A channel inhibition, primary screen. HEK293 TMEM16A/YFP iodide influx fluorescence, ionomycin. 310,000 tested, 1.2% active. Q8BHY3. normalized B-score (activity score, 25-100; higher = stronger inhibition) at 10 µM;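 active = ratio plate-corrected score three or more library SD toward inhibition, starting fluorescence score within five deviations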;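 note: score derived from kinetic fluorescence span divided by baseline fluorescence per well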
KCNK3 inh – human KCNK3 channel inhibition, primary screen. 340,000 tested, 0.84% active. CHO-KCNK3 thallium flux, FluxOR fluorescence; hits give low values. B-score at 10 µM. AID 602410. O14649;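 active = B-score under library mean minus 4 SD, starting fluorescence ratio at most library mean plus 5 SD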;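 note: more negative B-score means stronger inhibition of thallium flux through KCNK3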
KCNQ1 block – blocks the human KCNQ1 potassium channel; P51787; CHO-K1 KCNQ1, FluxOR thallium flux fluorescence; hits give high values; B-score at 10 µM; 310,000 tested, 1.3% active; AID 2642;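 active = compounds whose thallium flux B-score, printed positive for inhibition, exceeds three library SD while starting fluorescence stays within three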;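 note: channel opened by potassium depolarization with thallium stimulus after 20 min compound exposure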
HDAC3 inh – inhibitors of human histone deacetylase 3; O15379; recombinant HDAC3, fluorogenic peptide/trypsin coupled, fluorescence; inhibition, % at 8.3 µM; 320,000 tested, 0.15% active; in the data active = inhibition above about 26%, passing the limit was not always enough; inconclusive = no clear call, values can overlap the other calls
Target sequence (O15379 whole entry, looked up): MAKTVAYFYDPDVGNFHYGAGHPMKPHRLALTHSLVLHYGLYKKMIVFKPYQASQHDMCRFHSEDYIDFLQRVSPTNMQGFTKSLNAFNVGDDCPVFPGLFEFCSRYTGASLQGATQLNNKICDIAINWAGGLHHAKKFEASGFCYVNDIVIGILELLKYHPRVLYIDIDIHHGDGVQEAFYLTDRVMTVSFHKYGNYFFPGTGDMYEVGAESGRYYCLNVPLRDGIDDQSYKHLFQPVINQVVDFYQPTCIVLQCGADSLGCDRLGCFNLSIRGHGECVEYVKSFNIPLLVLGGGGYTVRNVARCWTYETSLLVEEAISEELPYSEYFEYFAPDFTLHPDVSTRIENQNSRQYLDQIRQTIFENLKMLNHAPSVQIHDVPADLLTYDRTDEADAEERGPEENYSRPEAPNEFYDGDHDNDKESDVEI
TRPC4 potent – TRPC4 (mouse) allosteric potentiation. HEK293 TRPC4beta/mu-opioid, DAMGO EC20, Fluo-4 Ca2+ flux; hits give high values. B-score at 10 µM. 310,000 tested, 0.42% active. AID 2227;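 active = B-score of calcium response area above 5 SD of library B-scores, with initial fluorescence ratio within 5 SD of library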;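 note: B-score of integrated fluorescence ratio over time as area under calcium response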
TMEM16A act – mouse TMEM16A channel activation, primary screen; B-score at 10 µM; 340,000 tested, 0.3% active; HEK293 TMEM16A/YFP-H148Q/I152L, iodide quench fluorescence; hits give low values; Q8BHY3;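 active = fluorescence-ratio B-score plate-corrected deviation score at least 3 library SD below zero, with starting fluorescence score within 5 deviations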;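 note: channel opened by trigger with iodide after compound preincubation; score built on the fluorescence ratio of max minus min over baseline; more negative score means more quench and so TMEM16A activation or potentiation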
hERG rescue – compounds protecting human hERG from proarrhythmic drug block. Q12809. CHO-hERG, FluxOR thallium flux, dofetilide IC70 present. activation (rescue from dofetilide block), less the hit threshold, % at 10 µM. 310,000 tested, 0.51% active. AID 1511;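 active = activation above the mean of controls blocked by dofetilide plus 5 SD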;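 note: thallium influx through hERG after potassium depolarization seen as dye fluorescence rise; in these data hits start at about 4.7%; inactives centre near -7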
TRPC4 agonist – opens the mouse TRPC4 cation channel; 310,000 tested, 0.49% active; B-score at 10 µM; Q9QUQ5; HEK293 TRPC4beta/mu-opioid, Fluo4 calcium fluorescence; hits give high values; AID 2237;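 active = B-score above 5 SD of library B-scores, and initial fluorescence ratio not above library mean plus 5 SD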;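 note: positive B-score marks a calcium rise read as TRPC4 activation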
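Assay system: HEK293 cells stably co-expressing mouse TRPC4beta and mu-opioid receptor / Timing: Fluo4 dye loading 45 min at room temperature, 110 s recording / Signal: Fluo4 calcium-sensitive dye fluorescence, kinetic, 1 Hz baseline / Read-out: integrated baseline-normalised fluorescence ratio, converted to per-well B score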
Dyrk1A ADPGlo – inhibitors of rat Dyrk1A kinase | Q63470 | ADP-Glo luminescence, NFATc1 peptide | 310,000 tested, 0.43% active | inhibition, % at 12.5 µM; in the data active = inhibition above about 50%;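 note: plate controls were vehicle with enzyme for no effect and no enzyme for full effect; many of its hits are not listed in these tables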
An asterisk follows results filed as active; i = inactive; u = inconclusive; x = no result given; & = joins results of further samples.

SMILES | KCNK9 block | KCNQ1 pot | TMEM16A inh | KCNK3 inh | KCNQ1 block | HDAC3 inh | TRPC4 potent | TMEM16A act | hERG rescue | TRPC4 agonist | Dyrk1A ADPGlo
CC(Sc1ncc(C#N)c(N)n1)C(=O)Nc1ccccc1 (stereo not drawn) | i | i | i | i | i | -1 | i | i | -2 | i | 0
Cc1cc(=O)[nH]c(SCC(=O)c2ccc(C)c(C)c2)n1 | i | i | i | i | i | 2 | i | i | -14 | i | 2
Cc1ccc(OCC(=O)N2N=C(c3ccncc3)CC2(O)C(F)(F)F)cc1C (stereo not drawn) | i | i | i | i | i | 4 | i | i | -1 | i | 10
C=CCn1c(SCC(=O)N(C)C2CCS(=O)(=O)C2)nnc1-c1ccncc1 (stereo not drawn) | i | i | i | i | i | -4 | i | i | -3 | i | 2
O=C1CN(C(=O)COC(=O)c2cccc(S(=O)(=O)NCc3ccccc3)c2)c2ccccc2N1 | i | i | i | i | i | -7 | i | i | -5 | i | 0
O=C(CSc1ccc(-c2ccco2)nn1)NCc1ccccc1 | i | i | i | i | i | 1 | i | i | -7 | i | 11
CCCc1cc(C(=O)Nc2ccccc2SC)no1 | i | i | i | i | i | -3 | i | i | -15 | i | 1
CCOC(=O)c1nc2sc(C)c(C)c2c(=O)[nH]1 | i | i | i | i | i | -38 | i | i | -4 | i | -1
CC(SC1=Nc2ccccc2C2CC=NN12)C(=O)NC1(C#N)CCCCC1 (stereo not drawn) | -10* | i | i | i | i | 0 | i | i | -17 | i | 5
O=C(Cn1nc(C(F)F)cc1C(F)F)NNC(=S)Nc1ccc(Cl)cc1 | i | i | i | i | i | 5 | i | i | -14 | i | 6
CCOC(=O)C1(Cc2ccc(OC)cc2)CCN(C(=O)c2cc(C)on2)CC1 | i | i | i | i | i | 0 | i | i | -11 | i | -3
CC(C)CC1(C)NC(=O)N(Cc2cc([N+](=O)[O-])cc3c2OCOC3)C1=O (stereo not drawn) | i | i | i | i | i | 4 | i | i | -14 | i | 7
CCOc1ccc(C2=[N+]([O-])C(C)(C)N(O)C2(C)C)cc1 | i | i | i | i | i | -7 | i | i | -4 | i | 3
O=C(Nc1ccc(O)c(-c2nc3ccccc3o2)c1)C1(c2ccccc2)CCCC1 | -12* | i | i | -9.6* | i | 0 | i | i | -14 | i | 10
CC1CCCCN1S(=O)(=O)c1ccc(C(=O)Nc2nnc(-c3ccccn3)o2)cc1 (stereo not drawn) | i | i | i | i | i | x | i | i | -14 | i | -4
CCNC(=O)C1CCCN(c2nc(C)cc(C)n2)C1 (stereo not drawn) | i | i | i | i | i | u | i | i | -3 | i | -1
CC(=O)c1ccc(S(=O)(=O)Nc2ccc(-c3cn4c(n3)SCC4)cc2)cc1 | i | i | i | i | i | u | i | i | -4 | i | 2
CC(=O)c1c(-c2ccccc2)[nH]c2ccccc12 | i | i | i | i | i | -9 | i | i | -3 | i | 24
COc1ccc(NC(=O)CN(C)S(=O)(=O)c2ccc(Cl)cc2)c([N+](=O)[O-])c1 | i | i | i | i | i | -2 | i | i | -8 | i | 5
COc1ccc(N2CCN(Cc3cc4c(cc3Br)OCCO4)CC2)cc1 | i | i | i | i | i | 5 | i | i | -19 | i | -5
O=C(NCCc1ccc(Cl)cc1)C1CCCO1 (stereo not drawn) | i | i | i | i | i | 8 | i | i | -8 | i | 9
CN(CC(=O)Nc1ccc(N2CCOCC2)cc1)CC(=O)Nc1ccc(C(F)(F)F)cc1 | i | i | i | i | i | 5 | i | i | -10 | i | x
Cn1c(=O)c([N+](=O)[O-])c(NCCc2ccccc2)c2ccccc21 | i | i | i | i | i | -4 | i | i | -3 | i | 0
CCn1ncc(C2=NOC(C(=O)NCc3ccc(OC)cc3)C2)c1C (stereo not drawn) | i | i | i | i | i | 4 | i | i | 0 | i | -3
COc1ccc(NC(=O)CSc2nnc(-c3ccccc3)n2N)cc1 | i | i | i | i | i | -3 | i | i | -9 | i | -8

With a hit mark in KCNK9 block, among the entries above:
molecule	KCNK9 block	KCNQ1 pot	KCNK3 inh	KCNQ1 block	HDAC3 inh	TRPC4 potent	TMEM16A act	Dyrk1A ADPGlo
CC(SC1=Nc2ccccc2C2CC=NN12)C(=O)NC1(C#N)CCCCC1 (stereo not drawn)	-10*	i	i	i	0	i	i	5
O=C(Nc1ccc(O)c(-c2nc3ccccc3o2)c1)C1(c2ccccc2)CCCC1	-12*	i	-9.6*	i	0	i	i	10

(more compounds)
SMILES | KCNK9 block | KCNQ1 pot | TMEM16A inh | KCNK3 inh | KCNQ1 block | HDAC3 inh | TRPC4 potent | TMEM16A act | hERG rescue | TRPC4 agonist | Dyrk1A ADPGlo
O=C(Nc1ccc(N2CCOCC2)cc1)Nc1ccc2nsnc2c1 | i | i | i | i | i | -3 | i | i | -11 | i | 1
COc1ccc(-n2c(C)nn(CC3CC3)c2=O)cc1 | i | i | x | i | i | x | i | i | -3 | i | x
Cc1[nH]c(=O)[nH]c(=O)c1S(=O)(=O)N1CCCC(C(=O)NCc2ccco2)C1 (stereo not drawn) | i | i | i | i | i | 2 | i | i | -2 | i | -1
CN(C(=O)CC(=O)Nc1ccc(Cl)c(Cl)c1)c1ccccc1 | i | i | i | i | i | -1 | i | i | -6 | i | 4
Cc1cc(NC(=O)CSc2nnc(CNC(=O)c3c(F)cccc3F)o2)no1 | i | i | i | i | i | -3 | i | i | -10 | i | 1
CCN(CC)c1ccc(NC(=O)CN2CCN(c3ccccc3F)CC2)cc1 | i | i | i | i | i | 4 | i | i | 0 | i | 3
CCOc1ccc(S(=O)(=O)N2CCC(C(=O)NCCc3ccc(S(N)(=O)=O)cc3)CC2)cc1 | i | i | i | i | i | 5 | i | i | 0 | i | 3
CCCCN(CC)S(=O)(=O)c1c(C)[nH]c(=O)[nH]c1=O | i | i | i | i | i | 1 | i | i | -7 | i | -2
C[C@H](N)c1nnc(SCC(N)=O)o1 | i | i | i | i | i | 7 | i | i | -1 | i | 2
O=C(c1cc(COc2ccc(F)cc2Cl)on1)N(Cc1ccncc1)CC1CCCO1 (stereo not drawn) | i | i | i | i | i | 7 | i | i | -12 | i | 1
CCCCn1nnnc1NCc1cccc(OC)c1OC | i | i | i | i | i | -2 | i | i | -13 | i | 12
COC(=O)C1(C)NC(c2ccc(C)cc2)C2C(=O)N(c3ccc(F)cc3)C(=O)C21 (stereo not drawn) | i | i | i | i | i | -5 | i | i | -3 | i | 2
Cc1nnc2ccc(-c3ccc(NS(C)(=O)=O)cc3)nn12 | i | i | i | i | i | 0 | i | i | -8 | i | -6
Cc1ccc(S(=O)(=O)N2CCOCC2)cc1C(=O)Nc1ccc(C(N)=O)cc1 | i | i | i | i | i | x | i | i | -9 | i | -3
Cc1ccc(C(=O)N2CCN(c3ccccn3)CC2)cc1C | i | i | i | i | i | -4 | i | i | 1 | i | -3
CC(=O)Nc1ccc(-c2csc(Nc3ccccn3)n2)cc1 | i | i | i | i | i | 6 | i | i | -14 | i | -4
O=C(COC(=O)Cc1ccc(F)cc1)Nc1ccc2[nH]c(=O)[nH]c2c1 | i | i | i | i | i | 5 | i | i | -14 | i | 17
CCn1c(SCC(=O)Nc2c(C)n(C)n(-c3ccccc3)c2=O)nnc1-c1cccc(C)c1 | i | i | i | i | i | -2 | i | i | -7 | i | -7
Nc1nc(SCC(=O)N2CCc3ccccc32)[nH]c(=O)c1-c1ccccc1 | i | i | i | i | i | 6 | i | i | -12 | i | 8
O=C(NC1CCCN(Cc2ccc(Cl)cc2)C1)c1ccoc1 (stereo not drawn) | i | i | i | i | i | 10 | i | i | -7 | 43* | 4
COc1ccc(-c2c(C)c3ccc(O)cc3oc2=O)cc1OC | i | i | i | i | i | -106 | i | i | -5 | i | -1
O=C(NCCN1CCOCC1)c1csc2c1CCCC2 | i | i | i | i | i | 6 | i | i | -2 | i | -6
Cn1cccc1C(=O)N1CCN(c2cccc(C(F)(F)F)c2)CC1 | i | i | i | i | i | 7 | i | i | -8 | i | 1
COc1ccc(NS(=O)(=O)c2ccc3c(c2)CCO3)cc1 | i | i | i | i | i | 3 | i | i | -11 | i | -8
CCNc1ccc(C(=O)Nc2ccc3nc(C)sc3c2)cc1[N+](=O)[O-] | i | i | i | i | i | 5 | i | i | -11 | i | -7

Rewritten in markdown: 3 of the compounds above
| compound | KCNK9 block | KCNQ1 pot | TMEM16A inh | KCNK3 inh | KCNQ1 block | HDAC3 inh | TRPC4 potent | TMEM16A act | hERG rescue | TRPC4 agonist | Dyrk1A ADPGlo |
| --- | --- | --- | --- | --- | --- | --- | --- | --- | --- | --- | --- |
| O=C(Nc1ccc(N2CCOCC2)cc1)Nc1ccc2nsnc2c1 | i | i | i | i | i | -3 | i | i | -11 | i | 1 |
| COc1ccc(-n2c(C)nn(CC3CC3)c2=O)cc1 | i | i | x | i | i | x | i | i | -3 | i | x |
| Cc1[nH]c(=O)[nH]c(=O)c1S(=O)(=O)N1CCCC(C(=O)NCc2ccco2)C1 (stereo not drawn) | i | i | i | i | i | 2 | i | i | -2 | i | -1 |

Carrying on:
SMILES | KCNK9 block | KCNQ1 pot | TMEM16A inh | KCNK3 inh | KCNQ1 block | HDAC3 inh | TRPC4 potent | TMEM16A act | hERG rescue | TRPC4 agonist | Dyrk1A ADPGlo
CCOC(=O)Cc1nnc(NC(=O)CSc2ccc(C)cc2)s1 | i | i | i | i | i | u | i | i | -4 | i | 1
CCOc1ccccc1/C=N/Nc1ccc(Cl)nn1 | i | i | i | i | i | 3 | i | i | -8 | i | -1
CC(=O)O[C@]1(C(C)=O)CC[C@H]2[C@@H]3C[C@H](C)C4=CC(=O)CC[C@]4(C)[C@H]3CC[C@@]21C | i | i | i | i | i | -1&6 | i | i | -11 | i | -10&3
CN(CC(=O)Nc1ccccc1C(F)(F)F)C(=O)CSCc1ccccc1 | i | i | i | i | i | 3 | i | i | -13 | i | 5
CCc1nn(C(C)C(=O)N2CCc3ccccc3C2)c(=O)c2cc3occc3n12 (stereo not drawn) | i | i | i | i | i | 3 | i | i | -10 | i | 2
CC(C)NS(=O)(=O)c1ccc(OCC(=O)NCCC2=CCCCC2)cc1 | i | i | i | i | i | 13 | i | i | -3 | i | -1
C/C(CC(=O)Nc1cc(C)ccn1)=N\NC(=O)c1ccc(C)cc1 | i | i | i | i | i | 6 | i | i | -6 | i | 0
CCN1C(=O)N[C@H](c2ccc(Br)cc2)C(C(=O)OC)=C1C | i | i | i | i | i | 0 | i | i | -7 | i | 12
CC(C)(C)c1ccc(OCc2ccc(C(=O)NCc3cccnc3)o2)cc1 | i | i | 100* | i | i | 12 | i | i | -29 | i | 0

These rows are one share of the data (hit frequency here may not be typical).
